Source: PubChem BioAssay
TAAR1 agonist: human TAAR1 agonists, primary screen, Fluo-8 calcium fluorescence, CHO RD-HGA16 cells | vehicle wells 0%, saturating PEA agonist 100% | AID 624467, 2012 | activation, % at 3 µM | Trace amine-associated receptor 1 (Homo sapiens), Q96RJ0 | 0.99% of 360,000 active;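 active = activation above the mean activation of all test compounds in the run plus 3 SD, cut at about 38% in these data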
Target sequence (Q96RJ0 whole entry, looked up): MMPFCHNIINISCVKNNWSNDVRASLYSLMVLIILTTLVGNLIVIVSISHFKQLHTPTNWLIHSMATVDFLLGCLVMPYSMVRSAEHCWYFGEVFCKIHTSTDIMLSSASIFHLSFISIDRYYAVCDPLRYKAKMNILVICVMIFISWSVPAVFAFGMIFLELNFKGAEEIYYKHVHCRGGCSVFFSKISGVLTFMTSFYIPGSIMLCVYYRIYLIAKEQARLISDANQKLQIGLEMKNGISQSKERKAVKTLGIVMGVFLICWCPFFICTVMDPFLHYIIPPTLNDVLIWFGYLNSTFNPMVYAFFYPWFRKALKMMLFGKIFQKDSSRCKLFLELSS
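Repeats: no replicates (n 1) | Material: CHO-derived RD-HGA16 cells with stable Gα16 and human TAAR1 | Technique: Kinetic Fluo-8 calcium fluorescence | Schedule: 17-24 h seeding, 75 min 37 °C dye, 30 min RT | Evaluation: % activation from peak over basal fluorescence ratio, DMSO-to-PEA scaled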
TAAR1 antagonist: human TAAR1 antagonists, primary screen, Fluo-8 calcium fluorescence, CHO RD-HGA16 cells | 1.5% of 360,000 active | Trace amine-associated receptor 1 (Homo sapiens), Q96RJ0 | antagonist | inhibition, % at 3 µM | AID 624466, 2012;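 active = inhibition above a per-plate cutoff, the mean inhibition of test compounds on that plate plus 3 SD, cut at about 49% in these data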;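 note: 0% = DMSO plus EC80 beta-PEA response and 100% = DMSO alone without agonist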
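System: CHO RD-HGA16 cells bearing hTAAR1. Reagent: EC80 β-phenethylamine stimulus. Schedule: seeding 17-24 h prior, 75-min 37 °C, 30-min RT dye loading. Signal: Fluo-8 intracellular calcium dye fluorescence, real-time kinetic reads. Read-out: % inhibition from peak post-agonist over basal fluorescence ratio. Benchmarks: vehicle wells and EC80 agonist wells. Replicates: n of 1.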
M1 PAM parental: nonselective calcium activators in parental CHO-K1 cells, primary screen, counter-screen for M1 PAM project, cell-based, Fluo-8 calcium fluorescence, full deck, 1536-well | activation, % at 3 µM | 0.02% of 360,000 active | AID 602247, 2012 | ATP EC20; 0% at ATP EC20, 100% at ATP max;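 active = activation above the run cutoff, the mean activation of all test compounds plus 3 SD, cut at about 40% in these data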;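 note: peak over basal fluorescence ratio in a 140 s read after ATP addition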
M1 antag: human M1 muscarinic receptor antagonists, primary screen, CHO-K1 cells, Fluo-8 calcium fluorescence, 1536-well; Muscarinic acetylcholine receptor M1 (Homo sapiens), P11229; CHO-K1 hM1, ACh EC80 antagonist; inhibition, % at 3 µM; 1.3% of 360,000 active; AID 588852, 2011;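 active = percent inhibition above its own plate's cutoff, namely the mean of that plate's compound wells plus 3 SD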;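 note: peak over basal fluorescence ratio during 140 s after agonist addition; 0% = ACh EC80 plus DMSO and 100% = DMSO alone without agonist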
Target sequence (P11229 whole entry, looked up): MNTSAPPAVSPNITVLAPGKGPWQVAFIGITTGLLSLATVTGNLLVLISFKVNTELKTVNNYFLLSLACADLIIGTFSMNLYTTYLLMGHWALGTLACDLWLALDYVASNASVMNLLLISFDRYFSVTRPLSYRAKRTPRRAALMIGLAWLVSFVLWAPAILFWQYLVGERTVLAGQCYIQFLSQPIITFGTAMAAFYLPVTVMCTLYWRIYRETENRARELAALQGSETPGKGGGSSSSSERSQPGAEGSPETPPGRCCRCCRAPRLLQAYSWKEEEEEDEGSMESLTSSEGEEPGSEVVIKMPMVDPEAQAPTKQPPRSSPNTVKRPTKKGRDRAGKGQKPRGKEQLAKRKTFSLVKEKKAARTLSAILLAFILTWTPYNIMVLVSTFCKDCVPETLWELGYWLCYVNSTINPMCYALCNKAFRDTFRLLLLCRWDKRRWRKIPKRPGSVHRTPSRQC
CHO parental Ca: ATP-evoked calcium signal inhibitors, parental CHO, primary screen, counter-screen for OX1R antagonist project, cell-based, fluorescence, Fluo-8 calcium dye. parental CHO-K1, ATP-induced calcium, Fluo-8 fluorescence. inhibition, % at 5.6 µM. 0.63% of 330,000 active. AID 463079, 2010;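 active = inhibition above that plate's mean sample inhibition plus 3 SD, cut at about 26% in these data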;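 note: 0% = ATP-challenged DMSO wells and 100% = DMSO wells without ATP; some compounds past the cut are filed as inactive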
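material = parental CHO cells | also added = ATP as calcium-mobilizing challenge | dosing = single point at 5.6 µM | detection = intracellular calcium via Fluo-8 no-wash fluorescent dye | read-out = % inhibition | benchmarks = low control ATP plus DMSO, high control DMSO only | repeats = one well per compound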
M1 ag parental: counter-screen for M1 agonists: effect in parental CHO-K1 cells. AID 602248, 2012. 0.48% of 360,000 active. Fluo-8 calcium fluorescence; scaled to maximal ATP response, vehicle zero. activation, % at 3 µM; in the data active = activation above about 15%;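 note: untransfected CHO-K1 host cells lacking M1 receptor as counterscreen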
M1 PAM: human M1 muscarinic receptor positive allosteric modulators, primary screen, CHO-K1 cells, Fluo-8 calcium fluorescence, 1536-well; CHO-K1 hM1, ACh EC20; 0% = ACh EC20, 100% = maximal ACh; activation, % at 3 µM; 0.088% of 360,000 active; AID 588819, 2011; in the data active = activation above about 19%, passing the limit was not always enough
M1 ag: human M1 muscarinic receptor agonists, primary screen, Fluo-8 calcium fluorescence, CHO-K1 cells, HTS | AID 588814, 2011 | 0.33% of 360,000 active | CHO-K1 hM1, agonist mode; 0% DMSO, 100% acetylcholine EC100 | activation, % at 3 µM;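 active = activation above the run's mean compound activation plus 3 SD, cut at about 16% in these data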;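 note: peak over basal fluorescence ratio within a 140 s kinetic read after compound addition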
CHO-K1 Ca antag: M1 antagonist counterscreen hit in parental CHO-K1 cells; ATP-induced calcium, Fluo-8 fluorescence; inhibition, % at 3 µM; 0.6% of 360,000 active;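 active = inhibition above a per-plate cutoff, the plate's mean sample inhibition plus 3 SD, cut at about 24% in these data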;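 note: 0% = DMSO plus EC80 ATP and 100% = DMSO alone without ATP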
* = called active by the depositor; / = not tested or not shown.

molecule	TAAR1 agonist	TAAR1 antagonist	M1 PAM parental	M1 antag	CHO parental Ca	M1 ag parental	M1 PAM	M1 ag	CHO-K1 Ca antag
COc1cc(OC)c(C2Nc3cccc4cccc(c34)N2)c(OC)c1	-1	-20	9	-28	/	0.4	21	-4	-18
CCN1C(=O)[C@H]2[C@@H](c3ccc(-c4ccc(C(C)=O)cc4)cc3)N[C@@](C)(C(=O)OC)[C@H]2C1=O	/	/	1	-10	-15	0.3	8	-3	1
O=C(COC(=O)c1cc(=O)[nH]c2ccccc12)NC(=O)NC1CCCCC1	20	23	12	-9	-29	1.6	-4	-2	7
CS(=O)(=O)c1ccc(-c2cccc(NC(=O)COc3ccc(Cl)cc3)c2)nn1	11	20	6	-9	-11	0.8	10	0	3
Nc1ccc(NC(=S)Nc2ccccc2)cc1	15	21	-13	-4	/	0.1	3	-1	-7
COc1ccc(CN2CCCC(C(=O)N3CCCCC3)C2)c(OC)c1 (stereo not drawn)	/	/	18	-16	-9	1.4	4	-11	-11
COc1cc([N+](=O)[O-])ccc1NC(=O)C1C2C=CC(C2)C1C(=O)O (stereo not drawn)	11	-14	-8	-4	-15	0.0	5	-2	0
Cc1cccc(-n2c(Cc3cc(=O)[nH]c(=O)[nH]3)nnc2SCC(=O)NCC2CCCO2)c1 (stereo not drawn)	2	-12	4	-15	7	-0.2	5	-2	-5
CN(C)N1C(N)=C(C#N)C(c2ccc3c(c2)OCO3)C2=C1CC(C)(C)CC2=O (stereo not drawn)	3	1	17	-9	-18	0.6	8	-3	-13
Cc1cc(C(=O)NCc2ccco2)on1	1	-7	6	-2	-2	-0.2	1	0	7
Cc1nc2ccccc2cc1OCc1ccc(Cl)cc1	23	15	8	22*	50*	5.5	-12	-2	15
COc1ccc(S(=O)(=O)N(C)CC(=O)Nc2ccc3c(c2)OCCO3)cc1OC	4	4	9	-2	-13	0.6	6	-2	-5
Cc1c(C)n(C(=O)CSc2nccn2C)c2ccccc12	0	-16	-1	18	0	1.0	-7	-3	-13
COC(=O)C1=C(C)NC(=S)NC1c1ccco1 (stereo not drawn)	2	2	4	-15	-8	0.1	4	-5	0
COc1ccc(OC)c(CNC(=O)Cn2nc(C)c3c(C)n(-c4ccc(C)cc4)nc3c2=O)c1	0	-16	-10	15	-24	-0.7	-10	-6	-1
COC(=O)COc1ccc(S(=O)(=O)Nc2cc([N+](=O)[O-])ccc2C)cc1	1	21	13	-10	5	0.3	3	-5	-3
Cn1c(=O)c2c(nc(CN3CCN(Cc4ccccc4)CC3)n2Cc2ccc(F)cc2)n(C)c1=O	-1	-30	8	-10	-27	0.7	-6	-13	-4
Cc1cccc(NC(=O)CSc2nc(N)c(NC(=O)c3cccs3)c(=O)[nH]2)c1C	1	0	-2	-15	-2	-0.5	12	0	22
COCCCNc1nc2nonc2nc1N1CCN2CCCC2C1 (stereo not drawn)	2	-23	15	-5	-10	1.3	6	-6	-7
CN(Cc1cccc(F)c1)C(=O)CSc1nnnn1C1CC1	5	-8	11	-5	/	0.4	11	-2	-22
CCCCCCc1cc2cc(-c3nnc(-c4ccccc4OC)o3)c(=O)oc2cc1O	21	28	14	3	22	1.3	4	3	5
CCCCNC(=O)CN(c1cccc(Br)c1)S(C)(=O)=O	2	-10	-7	-12	-12	0.0	4	-2	4
Cc1cccc(-c2ncc(CN3CCN(CC(C)C)C(CCO)C3)cn2)c1 (stereo not drawn)	0	-6	-6	4	-16	0.3	-4	-9	3
O=C(Nc1ccc(S(=O)(=O)NC2CCCCC2)cc1)c1ccc(Br)o1	6	29	10	5	-10	7.2	-3	-5	5
Cc1ccc(-c2csc(N)n2)s1	11	-18	1	-7	-3	0.1	4	-5	-2
CCCn1c(C(C)Nc2nc(-c3ccc(C)cc3)cs2)nc2cc(Cl)c(N3CCCCC3)cc21 (stereo not drawn)	15	-18	22	-5	-16	1.0	9	-3	-13
CC(=O)c1cc(-c2ccc(F)cc2)n(CCC(=O)NC(C)(C)C)c1C	4	-3	7	2	-8	-0.2	3	-9	1
CCCCC(=O)Nc1ccc(NC(=O)C2CC2)cn1	4	5	21	2	-7	1.5	2	-3	-1
CCN1C(=O)/C(=C2\C=Cc3ccccc3N2CC)OC1=S	11	-4	18	-5	-5	0.8	0	-5	-12
CCNC(=S)NNC(=O)C1CCCCC1	4	-7	6	-12	-4	0.2	16	2	-8

Some of these compounds in order of heavy-atom count, largest number first:
molecule	TAAR1 agonist	TAAR1 antagonist	M1 PAM parental	M1 antag	CHO parental Ca	M1 ag parental	M1 PAM	M1 ag	CHO-K1 Ca antag
CCCn1c(C(C)Nc2nc(-c3ccc(C)cc3)cs2)nc2cc(Cl)c(N3CCCCC3)cc21 (stereo not drawn)	15	-18	22	-5	-16	1.0	9	-3	-13
COC(=O)COc1ccc(S(=O)(=O)Nc2cc([N+](=O)[O-])ccc2C)cc1	1	21	13	-10	5	0.3	3	-5	-3
CCN1C(=O)/C(=C2\C=Cc3ccccc3N2CC)OC1=S	11	-4	18	-5	-5	0.8	0	-5	-12

(further entries)
molecule	TAAR1 agonist	TAAR1 antagonist	M1 PAM parental	M1 antag	CHO parental Ca	M1 ag parental	M1 PAM	M1 ag	CHO-K1 Ca antag
CCN(CC)CCCN1C(=O)CSC1c1ccc2c(c1)OCO2 (stereo not drawn)	1	-11	8	-36	4	0.2	8	-8	-1
CCN(CC)CC#CCC1(O)c2ccccc2-c2ccccc21	-1	-11	6	26*	-11	1.0	-24	-10	-13
COc1ccc(NC(=O)CCN2CC(C)OC(C)C2)c(OC)c1 (stereo not drawn)	2	4	20	2	-1	-0.1	6	-3	-10
CC(=O)Nc1ccc(NC(=S)NC(=O)c2ccc([N+](=O)[O-])cc2)cc1	5	5	22	-12	-3	2.1	5	2	-10
O=C(Nc1ccccc1)N1CCN(c2ccccc2)CC1	3	-5	1	4	/	0.4	-2	-2	-6
Cc1ccc(-c2csc(/C(C#N)=C(\O)CCl)n2)cc1	3	12	4	-2	/	0.2	-1	2	-2
C=CCOc1cccc(C(=O)Nc2ncn[nH]2)c1	-2	13	4	-13	12	0.1	9	-2	0
COc1ccccc1NC(=O)N1CCC(C(=O)c2ccc(F)cc2)CC1	4	-7	7	1	0	0.4	-1	-4	-11
Cc1nc(N2CCN(S(=O)(=O)c3ccccc3C#N)CC2)c2c(-c3ccccc3)csc2n1	18	46	-2	18	-27	0.4	-10	-1	-21
CCC1=CC(c2ccccc2)n2ncnc2N1 (stereo not drawn)	12	-5	1	6	-3	0.2	-2	-6	-10
COc1ccccc1CCNC(=O)c1ccc(NC(=O)CC2SC(N3CCCCC3)=NC2=O)cc1 (stereo not drawn)	31	-1	2	-2	-9	-0.5	3	-6	-11
Cc1cccc(NC(=O)COC(=O)Cc2cccc(C(F)(F)F)c2)c1C	-2	10	13	-2	-6	0.8	4	-7	1
CCS(=O)(=O)Nc1ccc(-c2nnc(SCC(=O)c3cccc(OC)c3)o2)cc1	/	/	5	-16	-6	1.5	-7	-1	-5
Cc1ccc(OCCCn2c(=O)sc3ccccc32)cc1	7	8	-10	17	-29	-0.6	-10	-2	24*
CCOC(=O)c1ccc(/C=N/O)[n+](Cc2ccccc2)c1	6	-16	-7	-12	0	-0.2	11	-8	6
COc1cccc(N(CC(=O)NCCSc2ccc(Cl)cc2)S(C)(=O)=O)c1	6	7	-5	9	-21	0.9	-5	-3	10
Cc1nc(NC(=O)/C=C/c2ccccc2)sc1C(=O)Nc1cccc(Cl)c1	4	40	14	-5	-8	0.2	8	-6	-3
O=C(C[n+]1ccc2ccccc2c1)c1ccccc1	-1	-6	5	-22	-15	0.8	13	-5	-6
CC(C)C1CCN(C(=O)C2CCC(=O)N(CCc3ccc(Cl)cc3)C2)CC1 (stereo not drawn)	-2	15	-24	10	-23	1.4	-4	-4	7
Cc1cc(CN2CCC(N3CCC(C(=O)NC4CC4)CC3)CC2)cc(C)c1O	5	-20	9	-6	5	1.8	4	-4	0
COc1ccc(/C=C/C(=O)Nc2ccc(OC)nc2)cc1	5	7	27	2	-1	3.0	0	-4	-12
CCCCCCC(=O)N/N=C1\CCCc2ccccc21	3	-2	-3	15	-10	0.1	-8	-6	2
CS(=O)(=O)c1ccc(C(=O)NCCN2C(=O)S/C(=C\c3cccnc3)C2=O)cc1[N+](=O)[O-]	1	-5	15	13	3	13	-4	-5	-2
COc1ccc(C(=O)N2CCN(C3CCCCC3)CC2)c(OC)c1	0	-2	21	-7	-15	0.2	6	-7	-10
COc1ccc2c(c1)C(=O)CCC2c1ccccc1 (stereo not drawn)	-3	-18	4	-12	0	0.0	-3	-5	-7
COc1ccc(CN(CC2CCCO2)S(=O)(=O)c2ccc(-n3cnnn3)c(OC)c2)cc1 (stereo not drawn)	11	2	9	-1	-26	0.5	10	-11	-3
COc1cccc(C(=O)Nc2ccccc2N2CCOCC2)c1	8	7	3	-12	-21	91*	9	-2	68*
O=C(Nc1ncccc1O)c1cccc(S(=O)(=O)N2CCN(c3ccc(F)cc3)CC2)c1	5	-12	-2	-10	/	6.2	10	0	-16
N#Cc1nc(-c2ccc(Cl)cc2)oc1NCc1cccc2c1OCO2	11	7	10	4	2	0.6	-5	-7	-23
COc1ccc(NC(=S)N(CCCN2CCCC2)Cc2cccn2Cc2ccc(Cl)cc2)cc1Cl	40*	36	10	9	5	4.2	-3	0	0
Cc1ccc(S(=O)(=O)CC(O)COc2ccc(C#N)cc2)cc1 (stereo not drawn)	5	5	17	-3	7	2.6	6	-1	-22
CN1/C(=C\C=C2/SC(=S)NC2=O)C(C)(C)c2ccccc21	289*	109*	-19	62*	95*	72*	-22	57*	59*
COc1ccc(C=NNC(=O)c2ccccc2OCc2ccc(F)cc2)c(OC)c1	4	5	10	4	-45	-0.6	0	-3	-9
C/C(=N\Nc1ccc(S(N)(=O)=O)cc1[N+](=O)[O-])c1cccnc1	-2	-5	-3	-10	-16	0.8	11	-3	-9
Cc1ccc(S(=O)(=O)NCc2ccc(C(=O)NC3CCC(C)CC3)cc2)cc1 (stereo not drawn)	0	-7	6	12	-17	0.7	-7	-4	-3
Cc1ccc2cc(CCNS(=O)(=O)c3ccc(Cl)cc3)c(=O)[nH]c2c1C	2	11	-9	10	1	11	-4	-3	7

Looked up above.
CCN(CC)CC#CCC1(O)c2ccccc2-c2ccccc21 in TAAR1 antagonist is entered as -11
CCCCCCc1cc2cc(-c3nnc(-c4ccccc4OC)o3)c(=O)oc2cc1O in CHO-K1 Ca antag is entered as 5
